From PubChem BioAssay
hcDAF-12 act: H. contortus DAF-12 nuclear receptor activators, primary screen, cell-based, luminescence, HEK293, lit1-tk-luc reporter. HEK293 hcDAF-12 lit1-tk-luc reporter; 0% DMSO, 100% Δ7-dafachronic acid. activation, % at 6.8 µM. 1.4% of 370,000 active;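 active = activation above the mean of all tested compounds plus 3 SD, cut at about 5.5% in these data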;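 note: 100% = response to 3 µM Δ7-dafachronic acid high control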
ADAM17 inh: ADAM17 inhibitors, primary screen, biochemical, QFRET; Disintegrin and metalloproteinase domain-containing protein 17 (Homo sapiens), P78536; inhibition, % at 6.95 µM; 0.83% of 370,000 active; AID 720648, 2013; recombinant ADAM17, EDANS/DABCYL FRET peptide cleavage;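 active = inhibition above the mean of compounds lying between control limits plus 3 SD, set per campaign, cut at about 8.5% in these data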;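 note: 0% = DMSO-only wells as the low control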
DAX1 inh-1: DAX1 (NR0B1) inhibitors on StAR promoter, primary screen, cell-based, luminescence, SF-1 (NR5A1), full-length DAX-1 | AID 652010, 2013 | HEK293T StAR-luciferase reporter, SF-1/DAX-1 repression relief | 1.1% of 370,000 active | inhibition, % at 6.8 µM;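 active = inhibition above the mean over all tested compounds plus 3 SD, cut at about 3.6% in these data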;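 note: 0% = DAX-1 cells with DMSO and 100% = cells lacking DAX-1 with DMSO; higher inhibition means more luminescence from relief of DAX-1 repression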
ssDAF-12 act: S. stercoralis DAF-12 nuclear receptor activators, primary screen, cell-based, luminescence, HEK293, GRIP1 co-expression, lit1-tk-luc. Nuclear hormone receptor DAF-12 (Strongyloides stercoralis). HEK293 ssDAF-12/GRIP1 lit1-tk-luc reporter; % of 3 µM dafachronic acid response. activation, % at 6.8 µM. 1% of 370,000 active;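 active = activation above the mean over all tested compounds plus 3 SD, cut at about 0.9% in these data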;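 note: 0% = DMSO-only wells and 100% = 3 µM delta7-dafachronic acid wells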
SMARCA2 act: SMARCA2 (BRM) function activators, primary screen, cell-based, luminescence, high throughput. AID 652017, 2013. activation, % at 9.1 µM. 1% of 370,000 active. MG213 cells, MMTV-luciferase reporter, dexamethasone, overnight; in the data active = activation above about 7.8%;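 note: 0% = vehicle wells and 100% = reference activator wells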
DAX1 inh-2: DAX1 (NR0B1) inhibitors, primary screen, cell-based, HEK293, Gal4-DAX1, luciferase luminescence | Nuclear receptor subfamily 0 group B member 1 (Homo sapiens), P51843 | HEK293 Gal4-DAX1 luciferase reporter | inhibition, % at 6.75 µM | 0.99% of 340,000 active | AID 504766, 2011;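 active = inhibition above the mean over all tested compounds plus 3 SD, cut at about 4.2% in these data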;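 note: 0% = DAX1-transfected cells with DMSO and 100% = empty-vector control cells with DMSO; inhibition shows as a rise in luminescence from relieved DAX1 repression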
Target sequence (P51843 207-470 limits assumed): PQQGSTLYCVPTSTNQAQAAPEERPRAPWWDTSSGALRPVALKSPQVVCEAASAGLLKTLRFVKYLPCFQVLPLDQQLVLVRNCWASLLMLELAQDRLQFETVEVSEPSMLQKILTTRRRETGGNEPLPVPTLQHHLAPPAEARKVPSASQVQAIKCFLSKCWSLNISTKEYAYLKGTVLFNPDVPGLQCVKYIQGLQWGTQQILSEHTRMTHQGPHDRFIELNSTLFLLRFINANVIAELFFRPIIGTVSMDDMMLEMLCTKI
ADAM10 inh: human ADAM10 inhibitors, primary screen, biochemical, QFRET, HTS; Disintegrin and metalloproteinase domain-containing protein 10 (Homo sapiens), O14672; recombinant ADAM10, EDANS/DABCYL FRET peptide cleavage, 3 h; inhibition, % at 7 µM; 0.62% of 370,000 active;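 active = inhibition above a per-campaign cutoff equal to the mean of compounds falling between control-based bounds plus 3 SD, cut at about 20% in these data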;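 note: 0% = DMSO wells while the 100% control is not disclosed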
Target sequence (O14672 214-748 limits assumed): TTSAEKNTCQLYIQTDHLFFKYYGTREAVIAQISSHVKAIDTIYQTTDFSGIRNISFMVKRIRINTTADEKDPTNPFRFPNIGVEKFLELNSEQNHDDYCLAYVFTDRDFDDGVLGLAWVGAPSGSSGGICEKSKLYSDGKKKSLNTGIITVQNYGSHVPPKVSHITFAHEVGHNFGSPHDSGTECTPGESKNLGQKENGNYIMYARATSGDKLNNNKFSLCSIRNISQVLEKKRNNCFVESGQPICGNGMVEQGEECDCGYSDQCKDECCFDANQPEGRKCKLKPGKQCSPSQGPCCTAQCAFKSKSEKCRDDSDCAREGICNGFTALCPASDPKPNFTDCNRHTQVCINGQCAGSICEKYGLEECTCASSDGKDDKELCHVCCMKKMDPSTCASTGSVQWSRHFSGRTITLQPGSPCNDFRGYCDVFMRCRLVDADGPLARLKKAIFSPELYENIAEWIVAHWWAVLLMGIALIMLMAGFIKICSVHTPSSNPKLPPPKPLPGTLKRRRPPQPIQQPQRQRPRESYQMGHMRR
FXN GAA850 act: FXN promoter activators, primary screen, cell-based, luciferase luminescence, HEK293 lucGAA850. activation, % at 6 µM. 0.56% of 360,000 active. HEK293 lucGAA850 FXN promoter luciferase reporter, 24 h; percent of 10 µM SAHA response;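 active = activation above the average of all compounds screened plus 3 SD, cutoff fixed separately per campaign, cut at about 7.5% in these data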;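 note: 0% = DMSO wells and 100% = 10 µM SAHA wells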
hgDAF12 agonist: H. glycines DAF-12 receptor agonists, primary screen, cell-based, luminescence, HEK293, GAL4 fusion, UAS-luciferase; HEK293 GAL4-hgDAF12 UAS-luciferase reporter, agonist luminescence; normalized to butyrate control; Nuclear hormone receptor DAF-12 (Heterodera glycines), GAL4 fusion; activation, % at 6.8 µM; 1.8% of 370,000 active; AID 687014, 2013;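 active = activation above a cutoff set at the mean of all screened compounds plus 3 SD, cut at about 10% in these data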;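 note: 0% = DMSO wells and 100% = sodium butyrate wells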
PG9 binder: binders of HIV-1 gp120 antibody PG9, primary screen, biochemical, TR-FRET; HIV-1 gp120 / PG9 antibody interaction; TR-FRET gp120-PG9 antibody binding; 0.43% of 360,000 active; inhibition, % at 6.7 µM; in the data active = inhibition above about 8.5%
GC-A act: GC-A stimulated cGMP production enhancers – HEK293 GC-A cells, cGMP TR-FRET, EC30 ANP, primary screen; 0% at EC30 ANP, 100% saturating ANP; activation, % at 10 µM; 0.14% of 370,000 active; in the data active = activation above about 40%
Starred values were filed as active, the others as inactive; . = not tested or not shown. Compounds as they come; 6.8% or so of the library scored in one or more.

Order of values: ADAM17 inh	hcDAF-12 act	SMARCA2 act	DAX1 inh-1	FXN GAA850 act	PG9 binder	DAX1 inh-2	hgDAF12 agonist	ssDAF-12 act	ADAM10 inh	GC-A act
COc1cc(C(=O)NCC(=O)NC(C)c2ccc(-n3ccnc3)cc2)cc(OC)c1OC (stereo not given)
→ -5	-0.6	-2	-0.3	-1.2	1.7	0.4	-2.0	-1.1	-3	1
Cc1cccc(OC(C)C(=O)Nc2ccc(N3CCCCC3)cc2)c1 (stereo not given)
→ 6	-2.7	3	-1.2	-0.4	-1.2	0.3	-0.9	-1.2	-2	0
O=C(CC1CCCCC1)N=C1SC2CS(=O)(=O)CC2N1c1ccccc1 (stereo not given)
→ 3	-1.7	1	0.1	0.8	-0.8	0.0	2.1	-0.2	3	3
COc1ccc(N(C(=O)c2cc3ccccc3oc2=O)C2C=CS(=O)(=O)C2)cc1 (stereo not given)
→ 2	-1.0	-1	-0.1	0.5	0.6	0.2	-2.0	-1.4	2	-17
N#Cc1ccc(NC(=O)COC(=O)CNC(=O)C2CCCCC2)cc1
→ 4	0.7	0	-0.1	-0.3	-1.2	-0.5	-2.0	-0.7	12	1
O=c1[nH]cnc2c1sc1nc(C(F)F)cc(-c3ccccc3)c12
→ -4	2.6	3	0.2	0.2	5.2	0.0	-1.7	0.0	-7	4
C=C(C)COc1ccc(-c2nc(N)nc(C)c2Oc2ccccc2OC)c(O)c1
→ 1	0.7	0	-0.6	2.6	1.2	-1.2	0.8	-1.2	6	-14
CCOC(=O)c1ccc(CN2C(=O)c3ccccc3S2(=O)=O)cc1
→ 2	-1.5	-1	-0.6	0.2	-2.3	-0.9	1.5	-1.9	8	3
CS(=O)(=O)n1nc(-c2ccco2)nc1N
→ 2	-1.7	-1	0.8	-0.8	-1.7	-0.6	-0.8	0.0	6	3
COc1ccc(OC)c(C2=NOC(C(=O)Nc3ccc4c(c3)OCCO4)C2)c1 (stereo not given)
→ -6	-2.2	-3	-0.8	0.6	-2.2	1.3	-1.8	-1.3	-15	0
O=c1cc(N2CCCCCC2)[nH]c(=O)n1-c1ccc(Cl)cc1
→ 1	1.9	6	0.1	1.6	0.0	1.7	4.4	-1.3	1	-1
CCC(=NN=C(CC)c1ccccc1O)c1ccccc1O
→ -5	1.9	3	-0.7	-0.4	-1.6	-0.5	1.1	-0.7	-13	-8
CN(C)/C=C1/Nc2ccccc2C1=O
→ -9	2.4	0	-0.6	0.8	0.1	-0.1	-1.4	0.2	-17	-12
S=c1[nH]cc(-c2ccccc2)[nH]1
→ -8	-0.1	1	0.9	0.7	-0.1	3.0	0.4	-1.2	-14	-3
CCOC(=O)c1cc(C(=O)c2cccs2)n2ccc(C(C)=O)cc12
→ -5	0.2	-1	-0.4	-0.9	-0.7	0.5	1.0	-1.1	-7	11
O=C(Cn1nc(-c2ccc(Cl)cc2)ccc1=O)NCCN1CCOCC1
→ 4	1.7	-2	0.7	-3.8	0.4	0.8	-2.5	-1.2	-2	1
CSc1ccc(C(C(C(=O)c2cccs2)N2CCOCC2)N2CCOCC2)cc1 (stereo not given)
→ 2	-0.2	1	0.5	0.2	-3.2	-0.3	1.9	-0.7	0	-4
Cc1c(-c2csc(N)n2)c2ccccc2n1C
→ -1	0.6	-2	0.2	-0.5	-5.6	0.1	-3.0	0.0	5	-3
CC(C)N(C)C(=O)C(=O)c1cccn1-c1cccc(Cl)c1C#N
→ -1	0.1	-1	0.0	-0.7	-1.6	0.5	1.9	0.2	-5	1
O=C(NCc1ccco1)C1CC(=O)N(CCc2ccccc2)C1 (stereo not given)
→ -2	-0.9	2	-0.1	1.3	-1.1	-0.5	0.6	-0.7	0	-1
C=CCn1c(CCNC(=O)c2cccs2)nnc1SCC(=O)c1ccc(Br)cc1
→ 2	-0.1	-2	-0.2	0.5	-2.5	1.4	-1.7	-0.3	5	-2
CC1(C(=O)NS(=O)(=O)c2ccc(F)cc2F)CCN1C(=O)C1CCCCC1 (stereo not given)
→ -2	0.9	-4	0.1	1.7	-0.8	.	-2.0	-1.3	-25	1
COc1ccc(C)cc1S(=O)(=O)NCC(c1ccc2c(c1)OCO2)N1CCN(C)CC1 (stereo not given)
→ -2	-0.9	-1	3.7*	-1.0	-0.3	0.7	-1.7	-0.5	-7	-9
COc1ccc(Nc2ccc(Nc3ccc(OC)cc3)nn2)cc1
→ 2	-3.4	3	-0.8	2.5	-8.3	-0.4	5.1	-2.0	7	-3
O=C(COc1cccc([N+](=O)[O-])c1)NN1C(=O)c2ccccc2C1=O
→ -5	1.6	0	0.2	2.2	-0.6	1.4	1.2	-1.3	-6	-1
CCN1C=CC(=C2C(=O)c3ccccc3C2=O)C=C1
→ 1	-3.9	-5	-2.7	-14	-4.0	-4.3	-11	-2.8	3	-3
O=C(O)CCC(=O)CCC(=O)c1ccccc1
→ -4	-0.6	-4	-0.2	0.1	0.1	1.7	-0.4	-0.1	-3	1
c1ccc(-c2nc(-c3ccncc3)no2)cc1
→ -2	1.8	7	0.5	5.5	-1.7	3.2	7.6	-0.8	7	1
Cc1cc(C(=O)N/N=C/c2ccccc2)c(C)o1
→ -2	1.0	-1	-0.1	1.7	-2.0	1.7	0.8	-2.0	3	2
COc1ccc(NC(=O)COC(=O)CCc2ccc(S(=O)(=O)N3CCOCC3)cc2)cc1OC
→ -2	0.6	0	1.3	-1.3	-1.7	-0.5	0.5	-1.3	-4	1
O=C(NCCOc1ccccc1)C1Nc2ccc(OC(F)(F)F)cc2C2C=CCC12 (stereo not given)
→ -2	-0.9	0	0.2	-0.6	-0.5	-0.1	2.4	-0.7	-13	0
Cn1nccc1NC(=O)Nc1ccc(OC(F)(F)F)cc1
→ -2	-2.0	-4	-0.4	1.3	2.1	.	0.7	-0.9	-3	-4
Cc1ccc(-c2nnn(CC(=O)N(CC3CCCO3)C(C(=O)NC(C)(C)C)c3ccc(F)cc3)n2)o1 (stereo not given)
→ -3	-0.2	-2	0.4	0.2	2.0	1.4	2.2	-0.8	-3	4
Cc1ccc(S(=O)(=O)N2[C@@H](c3ccc(F)cc3)C(C(=O)O)=CC[C@H]2c2cccc(Cl)c2)cc1
→ -6	-1.1	0	0.7	1.6	-1.2	0.9	-1.3	-1.3	-8	-5
COCCn1ccc2c(OCC(=O)NCCc3ccc(OC)c(OC)c3)cccc2c1=O
→ -3	-0.9	-2	-1.8	2.1	-0.2	1.6	-0.2	-1.1	-12	0
COc1ccc2c(-c3ccccc3)cc(SCC(N)=O)nc2c1
→ -20	-0.5	-5	-1.5	3.6	2.1	-0.3	0.9	-0.8	-39	-7
CCOc1ccc(N2CC(C(=O)Nc3ccc(S(=O)(=O)Nc4ncccn4)cc3)CC2=O)cc1 (stereo not given)
→ 0	-1.6	0	0.7	2.3	-3.5	-0.8	-2.6	-1.4	1	4
CN(C(=O)CSc1nnc(-c2ccccc2)n1C)C1CCS(=O)(=O)C1 (stereo not given)
→ -2	-1.5	3	0.8	-0.9	0.4	1.6	-3.5	-0.6	4	-5
Cc1cccc(C)c1-n1c(=O)n(Cc2ccccc2)c(=O)c2[nH]cnc21
→ -1	-0.8	-1	0.4	0.0	1.9	3.9	-0.2	-1.0	7	1
NC(=O)C(NC(=O)OCc1ccccc1)c1ccccc1 (stereo not given)
→ -5	-1.2	-1	-0.2	-0.6	2.6	1.7	-1.4	-1.5	-5	-1
Cc1ccc(S(=O)(=O)N2CCN(S(=O)(=O)c3ccccc3)C2c2ccc(N(C)C)cc2)cc1 (stereo not given)
→ 4	-2.8	-2	-1.0	1.4	-0.6	-3.0	-3.0	-1.6	9	-1
O=C(NCc1ccc(N2CCCC2=O)cc1)Nc1cccc2ccccc12
→ 4	-1.8	-3	-0.1	-1.5	0.8	-0.1	-1.4	-1.1	-4	-2
Cc1cc(Cl)ccc1NC(=S)NCCCN1CCCC1=O
→ 1	-0.4	2	0.2	3.4	-3.4	-0.3	-2.3	-1.0	-2	3
COC(=O)Cn1cccc1C(=O)c1ccccc1
→ 2	-0.1	4	-0.8	0.0	-2.2	0.9	2.9	-1.7	4	1
CCOC(=O)c1cccc(NC(=O)c2cc3ccccc3o2)c1
→ -3	1.5	5	1.5	6.4	-3.9	-2.6	11*	-1.0	4	0
CCOC(=O)CSc1nc(N2CCOCC2)c2c(c1C#N)CC(C)(C)N(C)C2
→ -56	-0.8	3	-0.1	0.1	-0.3	0.1	-1.5	-1.1	-213	8
O=C(NNC(=S)Nc1ccccc1Cl)c1ccccc1Br
→ 0	4.0	4	15*	4.2	0.1	0.8	11*	-0.1	11	4
O=C(/C=C/c1ccc(Cl)cc1Cl)OCC(=O)N1CCCC1
→ -5	-0.5	2	0.2	-0.6	0.1	0.2	-4.3	-1.0	-5	41*
COc1cc(/C=N/Nc2nc(=O)[nH]nc2C)ccc1O
→ -3	0.1	7	0.6	3.4	-2.9	0.9	4.8	-0.7	9	-10
CCCCn1c(N)c(N(Cc2ccccc2OC)C(=O)C(C)Oc2ccc(Cl)cc2)c(=O)[nH]c1=O (stereo not given)
→ -15	-0.2	0	0.2	-4.1	0.6	-0.6	3.4	-0.7	-22	-8
Cc1cc(=O)nc2c3ccccc3n(CC(=O)Nc3ccccc3Br)n12
→ -1	4.6	-2	-0.3	3.9	-1.1	0.3	-2.9	-0.2	-8	-2
COc1ccc(Cl)cc1NC(=O)c1ccoc1C
→ 2	0.3	0	-0.6	-1.2	-0.6	1.8	2.7	0.1	8	-1
CCN(CC1COc2ccccc2O1)C(=O)c1ccc(Cl)c(S(=O)(=O)N2CC(C)OC(C)C2)c1 (stereo not given)
→ -2	-1.3	0	-4.8	-2.7	-2.9	-2.9	-3.7	-1.9	-1	-4
Nn1cnnc1N/N=C/c1ccc(Cl)c([N+](=O)[O-])c1
→ 3	-1.2	2	-2.3	-0.5	-0.1	-1.4	-9.6	-1.6	10	4

An excerpt from above with just DAX1 inh-2.
canonical_smiles,DAX1 inh-2
CCOC(=O)CSc1nc(N2CCOCC2)c2c(c1C#N)CC(C)(C)N(C)C2,0.1
O=C(NNC(=S)Nc1ccccc1Cl)c1ccccc1Br,0.8
